Bioassay records (PubChem)
TRPC4 act – activators of mouse TRPC4 channel, primary screen, Fluo4 calcium, HEK293 TRPC4beta/mu-opioid cells. 310,000 compounds, 0.49% hits. Fluo4 calcium fluorescence; hits give high values. B-score at 10 µM;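 active = B-score above 5 SD of library B-scores, and initial fluorescence ratio not above library mean plus 5 SD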;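 note: positive B-score marks a calcium rise read as TRPC4 activation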
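System: HEK293 cells stably co-expressing mouse TRPC4beta and mu-opioid receptor; Schedule: Fluo4 dye loading 45 min at room temperature, 110 s recording; Detection: Fluo4 fluorescence, kinetic; Evaluation: B-scored integrated calcium fluorescence ratio; Controls: buffer (low) and maximal DAMGO (high).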
HIF activator – HIF pathway transcriptional activators, primary screen, cell-based, U2OS HRE-luciferase, luminescence | U2OS HRE-luciferase reporter; normalized: DMSO 0%, desferrioxamine 100% | activation, % at 7.5 µM (by protocol) | 300,000 compounds, 0.32% hits | AID 1910, 2009;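 active = mean activation of at least 10% of the iron chelator positive control signal, with at least half of replicates also reaching 10%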
TRPC4 block – inhibitors of mouse TRPC4 channel, primary screen, Fluo4 calcium, HEK293 TRPC4beta/mu-opioid cells | Short transient receptor potential channel 4 (Mus musculus), Q9QUQ5 | DAMGO-evoked Fluo4 calcium flux; hits give low values | B-score at 10 µM | 300,000 compounds, 0.39% hits | AID 2247, 2010;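 active = B-score over 3 SD under the library average, no early fluorescence shift, positive overall ratio signal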
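Assay system: TRPC4beta/mu-opioid receptor HEK293 cell line; compound dosing: single concentration per test compound; detection: Fluo4 Ca2+ flux fluorescence; evaluation: per-well B score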
TRPC6 act – mouse TRPC6 channel activators, primary screen, cell-based, HEK293, membrane potential dye; Short transient receptor potential channel 6 (Mus musculus), Q61143; HEK293-TRPC6 membrane potential dye fluorescence; hits give high values; B-score at 10 µM; 310,000 compounds, 0.13% hits; AID 2550, 2010;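 active = B-score of the integrated fluorescence ratio above library mean plus 3 SD, and starting fluorescence ratio within library mean plus 5 SD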;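 note: higher score means more depolarization so channel activation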
Target sequence (Q61143 whole entry, looked up): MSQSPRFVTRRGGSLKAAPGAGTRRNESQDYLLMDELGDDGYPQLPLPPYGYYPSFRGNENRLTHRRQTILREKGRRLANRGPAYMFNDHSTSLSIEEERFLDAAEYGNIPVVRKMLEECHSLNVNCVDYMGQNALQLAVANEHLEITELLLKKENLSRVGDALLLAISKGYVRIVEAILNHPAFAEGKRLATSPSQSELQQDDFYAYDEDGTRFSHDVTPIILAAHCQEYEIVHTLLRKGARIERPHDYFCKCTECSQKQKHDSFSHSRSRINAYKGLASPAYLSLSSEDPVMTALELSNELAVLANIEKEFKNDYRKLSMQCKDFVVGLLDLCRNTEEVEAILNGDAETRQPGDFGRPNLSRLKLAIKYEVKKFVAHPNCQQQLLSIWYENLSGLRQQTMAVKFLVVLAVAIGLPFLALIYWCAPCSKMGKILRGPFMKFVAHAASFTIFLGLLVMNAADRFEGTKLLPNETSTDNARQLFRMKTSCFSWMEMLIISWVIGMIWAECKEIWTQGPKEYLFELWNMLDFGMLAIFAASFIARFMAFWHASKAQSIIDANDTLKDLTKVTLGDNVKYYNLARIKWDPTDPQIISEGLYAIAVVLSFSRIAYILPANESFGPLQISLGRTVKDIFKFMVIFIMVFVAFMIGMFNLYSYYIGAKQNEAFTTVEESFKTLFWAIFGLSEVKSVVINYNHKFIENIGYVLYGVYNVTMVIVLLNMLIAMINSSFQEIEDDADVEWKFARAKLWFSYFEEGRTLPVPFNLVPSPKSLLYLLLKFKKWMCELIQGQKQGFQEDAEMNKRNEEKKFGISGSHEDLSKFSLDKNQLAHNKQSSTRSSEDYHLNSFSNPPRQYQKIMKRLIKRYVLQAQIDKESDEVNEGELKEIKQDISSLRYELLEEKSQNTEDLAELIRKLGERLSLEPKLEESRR
AI-2 QS modul – Vibrio harveyi AI-2 quorum sensing modulators, primary screen, JMH597 strain, luminescence/OD600 ratio; 300,000 compounds, 0.4% hits; activity change, % at 7.5 µM; AID 2094, 2009; Vibrio harveyi JMH597 AI-2 luminescence/OD600 ratio, 9 h; hits give low values; strain lacks LuxN and CqsS sensors; 0 = neutral-control median; in the data active = activity change below about -75%, passing the limit was not always enough;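 note: luminescence divided by OD600 gain over 9 h not by final OD600 alone; inactives centre near 13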
MrgX1 agonist – agonists of human MrgX1 receptor, primary screen, HEK293 cells, Fluo-4 calcium flux | Mas-related G-protein coupled receptor member X1 (Homo sapiens), Q96LB2 | Fluo-4 calcium fluorescence, agonist mode; hits give high values | B-score at 10 µM | 310,000 compounds, 0.44% hits;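 active = calcium response B-score plate-corrected fluorescence ratio at least 3 library SD, with starting fluorescence B-score inside 5 SD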
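Assay system: stable human MrgX1 HEK293 cell line. Quantity: 15,000 cells per well. Schedule: cells plated overnight, dye loaded 0.5 h 37 °C, 0.5 h room temperature. Detection: Fluo-4 NW calcium-flux fluorescence, kinetic read. Read-out basis: peak-minus-minimum fluorescence over baseline, converted to B scores. Control set: positive and negative control wells on each plate.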
PolyA inhibitor – polyadenylation inhibitors in yeast reporter cells, primary screen, luminescence, S. cerevisiae; S. cerevisiae SKY197-pL101 polyadenylation reporter, beta-gal luminescence; efflux-impaired pdr1/pdr3 knockout yeast; score 100 = 6 SD above DMSO; calls only at 12 µM; AID 1875, 2009; 300,000 compounds, 0.02% hits;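 active = lowest replicate activity score at least 50, where 100 means six control SD above control mean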;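 note: yeast exposed to compound for 9 h at 30 °C; higher score means more reporter readthrough which indicates perturbed polyadenylation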
TRPC4 PAM – positive allosteric modulators of TRPC4, primary screen, cell-based, mouse TRPC4beta, HEK293 mu-opioid, Fluo-4 calcium; Short transient receptor potential channel 4 (Mus musculus), Q9QUQ5; DAMGO EC20, Fluo-4 Ca2+ flux; hits give high values; B-score at 10 µM; 310,000 compounds, 0.42% hits;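 active = B-score of calcium response area above 5 SD of library B-scores, with initial fluorescence ratio within 5 SD of library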;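 note: B-score of integrated fluorescence ratio over time as area under calcium response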
MrgX1 antagonist – antagonists of human MrgX1 receptor, primary screen, HEK293 cells, Fluo-4 calcium flux. 310,000 compounds, 1.3% hits. BAM8-22 antagonism; hits give low values. B-score at 10 µM;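 active = calcium-response B-score plate-corrected more than 3 library SD below zero, starting fluorescence within 5 deviations, no agonist response on first addition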;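 note: peak minus trough fluorescence over baseline after final BAM8-22 challenge near maximal dose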
TRPC6 inh – mouse TRPC6 channel inhibitors, primary screen, cell-based, HEK293, membrane potential dye. Short transient receptor potential channel 6 (Mus musculus), Q61143. ACh-evoked depolarization; hits give low values. B-score at 10 µM. 310,000 compounds, 1.1% hits. AID 2553, 2010;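 active = B-score under library mean minus 3 SD, initial fluorescence not abnormally high, positive integrated signal ratio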;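 note: B-score derived from integrated fluorescence ratio over the kinetic read; more negative B-score means stronger inhibition of depolarization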
MrgX1 allo act – positive allosteric modulators of MrgX1, primary screen, HEK293 cells, Fluo-4 calcium flux; Mas-related G-protein coupled receptor member X1 (Homo sapiens), Q96LB2; FDSS; hits give high values; B-score at 10 µM; 310,000 compounds, 0.63% hits; AID 588675, 2011;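 active = plate-corrected calcium response at least 3 library SD above typical, normal starting fluorescence, not activating the receptor alone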;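 note: compound read alongside a low EC10 to EC30 dose of BAM8-22 agonist; peak minus trough fluorescence over baseline measured at the second addition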
Starred values were filed as active, the others as inactive; i = inactive; nt = not tested or not shown. An excerpt. The share of hits here may be higher or lower than overall.

SMILES | TRPC4 act | HIF activator | TRPC4 block | TRPC6 act | AI-2 QS modul | MrgX1 agonist | PolyA inhibitor | TRPC4 PAM | MrgX1 antagonist | TRPC6 inh | MrgX1 allo act
COc1ccc(S(=O)(=O)Nc2ccccc2OC)cc1NC(=O)c1cc2ccccc2oc1=O | i | 2.7 | i | i | 13 | i | i | i | i | i | i
O=C(Nc1cccnc1)c1ccc(Cl)cc1[N+](=O)[O-] | i | -0.6 | i | i | 11 | i | i | i | i | i | i
CC1=CC2=NC(=O)/C(=C\c3cc(C)n(-c4cccc(Cl)c4)c3C)C(=N)N2O1 | i | -0.3 | i | i | 22 | i | i | i | i | i | i
COc1ccc(C2c3[nH]c4ccccc4c3C[C@H]3C(=O)N(C4CCN(Cc5ccccc5)CC4)CC(=O)N23)c(OC)c1 (stereo not given in full) | i | 0.2 | i | i | 4 | i | i | i | i | i | i
O=C(CSc1nnc(C2CC2)n1Cc1ccccc1)Nc1cccnc1Cl | i | 0.2 | i | i | 20 | i | i | i | i | i | i
CC(Sc1ccccc1)C(=O)NCCc1ccccc1 (stereo not given) | i | 0.3 | i | i | 1 | i | i | i | i | i | i
Clc1ccc(Oc2nc(N3CCOCC3)nc(N3CCOCC3)n2)cc1 | i | -0.4 | i | i | 10 | i | i | i | i | i | i
O=C(Cc1ccc(Cl)cc1)Nc1ccccc1C(=O)N1CCCCC1 | i | 0.0 | i | i | 2 | i | i | i | i | i | i
Cc1c(-c2ccccc2)[n+](=O)c2c(n1[O-])CCCC2 | i | 1.2 | i | i | 19 | i | i | i | i | i | i
CCC(=O)Nc1ccc2c(c1)nc1n2CCN(C2CCCCC2)C1 | i | 0.9 | i | i | 27 | i | i | i | i | i | i
Cn1cnnc1SCC(C)(C)NS(=O)(=O)c1ccc(Cl)cc1 | i | -0.4 | i | i | 24 | i | i | i | i | i | i
O=C(Cn1cnc2c(cnn2-c2ccccc2)c1=O)Nc1cc(S(=O)(=O)N2CCOCC2)ccc1Cl | i | -0.8 | i | i | 1 | i | i | i | i | i | i
Nc1ccc(CCC(=O)N2CCCC2)cc1 | i | -1.7 | i | i | 5 | i | i | i | i | i | i
COc1ccc(Oc2cn[nH]c2-c2ccc(OC)cc2O)cc1 | i | -0.7 | i | i | 2 | i | i | i | i | i | 6.5*
COc1ccc(CCNC(=O)c2ccc3c(c2)NC(=O)C(N2CCOCC2)S3)cc1OC (stereo not given) | i | -0.2 | i | i | 15 | i | i | i | i | i | i
CSc1ccc(/C=N/n2c(C3CCCCC3)n[nH]c2=S)cc1 | i | 0.2 | i | i | -47 | i | i | i | i | i | i
CN(C)c1cc(Nc2ccc(O)cc2)c([N+](=O)[O-])c2nonc12 | i | -0.7 | i | i | 19 | i | i | i | i | i | i
COC(=O)c1cc(NC(=O)c2cccs2)ccc1N1CCOCC1 | i | -0.2 | i | i | 18 | i | i | i | i | i | i
CN(C)C(=O)c1c2c(nc3ccccc13)CCCC2 | i | -0.9 | i | i | 27 | i | i | i | i | i | i
O=C(NCCCN1CCc2ccccc2C1)C1CCN(S(=O)(=O)N2CCCC2)CC1 | i | -0.3 | i | i | 11 | i | i | i | i | i | i
Cc1cccc(OCC(=O)Nc2ccc(S(=O)(=O)N3CCN(C)CC3)cc2)c1 | i | 2.3 | i | i | 10 | i | i | i | i | i | i
CCc1ccc(NC(=S)N2CCCC(C(F)(F)F)C2)cc1 (stereo not given) | i | 0.0 | i | i | 5 | i | i | i | i | i | i
CCN1C(=NCc2cc(OC)c(OC)c(OC)c2)N[C@@H](c2ccccc2)[C@H](C(=O)OC)[C@H]1C | i | -0.9 | i | i | 5 | i | i | i | i | i | i
CCOC(=O)CN1C(=O)N[C@@H](CCc2ccccc2)[C@@H](C(=O)OC)[C@H]1C | i | -2.2 | i | i | 18 | i | i | i | i | i | i
Cc1ccccc1SCC(=O)OCC(=O)Nc1ccc(N(C)C)cc1 | i | 0.1 | i | i | -8 | i | i | i | i | i | i
COc1cccc(-c2cc(-c3cccnc3)c(C#N)c(N)n2)c1 | i | -0.6 | i | i | 20 | i | i | i | i | i | i
CCOc1ccc(-c2c(C(=O)N/N=C/c3ccsc3)nnn2-c2nonc2N)cc1 | i | -0.2 | i | i | 32 | i | i | i | i | i | i
COc1cccc(C(=O)Nc2ccc3c(c2)CCCN3C(=O)c2cccs2)c1OC | i | 1.2 | i | i | 1 | i | i | i | i | i | i
Cc1ccc(CNC(=O)c2cc(-c3ccccc3)nn2Cc2cc(C)no2)cc1 | i | -0.9 | i | i | 22 | i | i | i | i | i | i
O=c1oc2ccc([N+](=O)[O-])cc2c(N2CCOCC2)c1[N+](=O)[O-] | i | 0.0 | i | i | 16 | i | i | i | i | i | i
Cc1sc2ncnc(N3CCN(S(=O)(=O)c4ccc(F)cc4)CC3)c2c1C | i | 0.3 | i | i | 7 | i | i | i | i | i | i
O=C(NCc1ccccn1)C(=O)NCc1ccccn1 | i | 0.1 | i | i | 3 | i | i | i | i | i | i
Cc1ccc(NC(=S)NNC(=O)C2CC2c2ccc(C)cc2)cc1 (stereo not given) | i | 0.2 | i | i | -10 | i | i | i | i | i | i
Cc1ccc(-c2nnn(CCC(=O)NC(C)(C)C)n2)cc1 | i | 2.8 | i | i | 5 | i | i | i | i | i | i
C=CCN=C1N[C@@H](c2cccc(C(F)(F)F)c2)C(C(=O)OC)=C(C)N1CC | i | 0.1 | i | i | 8 | i | i | i | i | i | i
COc1ccc(CN2CCN(S(=O)(=O)c3ccc(F)cc3)CC2)cc1OC | i | -0.1 | i | i | 10 | i | i | i | i | i | i
Cc1c(C(=O)N2CCN(Cc3ccc4c(c3)OCO4)CC2)cccc1[N+](=O)[O-] | i | -0.4 | i | i | 12 | i | i | i | i | i | i
COC(=O)NCc1ccc2c(c1)OCO2 | i | -0.2 | i | i | 17 | i | i | i | i | i | i
CCc1ccc(CN(C)C(=O)CCc2nnc(CCc3cccc(OC)c3)o2)nc1 | i | -0.1 | i | i | 19 | i | i | i | i | i | i
CC(C)CCN(C(=O)CNC(=O)c1ccco1)C(C(=O)NC1CCCCC1)c1ccco1 (stereo not given) | i | 0.4 | i | i | 4 | i | i | i | i | i | i
O=C(Nc1cccc(S(=O)(=O)NC2=NCCC2)c1)c1cc(-c2ccco2)nc2ccccc12 | i | -0.2 | i | i | 57 | i | i | i | i | i | i
CC1CCN(CCOc2ccc(C(=O)c3ccccc3)cc2)CC1 | i | -0.5 | i | i | 10 | i | i | i | i | i | i
S=C(NCc1ccco1)Nc1ccc(Oc2ccc(Cl)cc2)cc1 | i | -0.6 | i | i | -22 | i | i | i | i | i | i
Cc1sc2ncn(CC(=O)NCCCC(=O)N3CCN(c4ccccc4)CC3)c(=O)c2c1C | i | -0.4 | i | i | 23 | i | i | i | i | i | i
CCN(C(=O)[C@@H]1CCCN1C(=O)c1cccs1)c1nc2cc(Cl)ccc2s1 | i | 1.0 | i | i | 19 | i | i | i | i | i | i
COc1cc(NS(=O)(=O)c2ccc(NC(=O)COc3ccc(C)cc3C)cc2)nc(OC)n1 | i | 0.0 | i | i | 18 | i | i | i | i | i | i
O=C(Nc1ccccc1F)NC1CCN(Cc2nnnn2Cc2ccc(F)cc2)CC1 | i | -0.4 | i | i | 6 | i | i | i | i | i | i
COc1ccc(CNC(=O)C(c2ccc(C)o2)N(C(=O)c2snc(C(N)=O)c2N)c2ccccc2OC)cc1 (stereo not given) | i | -0.4 | i | i | -2 | i | i | i | i | i | i
O=C(NCc1nnc(SCC(=O)N2CCCCC2)o1)c1c(F)cccc1Cl | i | 1.1 | i | i | 28 | i | i | i | i | i | i
CCn1c(COc2ccccc2)nnc1SCC(=O)C(C)(C)C | i | -0.2 | i | i | 9 | i | i | i | i | i | i
CCCCC(=O)NS(=O)(=O)c1ccc(NS(C)(=O)=O)cc1 | i | -0.2 | i | i | 18 | i | nt | i | i | i | i
Cc1cccc(NC(=O)NCCc2ccc(Cl)cc2)c1 | i | 0.6 | i | i | 0 | i | i | i | i | i | i
COc1ccc(CN(C2CCCC2)S(=O)(=O)c2ccc(-n3cnnn3)c(OC)c2)cc1OC | i | nt | i | i | 8 | i | i | i | i | i | i
CN(C)S(=O)(=O)c1ccc(Cl)c(NC(=O)COC(=O)CCSc2ccccc2)c1 | i | -48 | i | i | 18 | i | i | i | i | i | i
O=C(NCc1ccccc1)C1=C[C@@H](C2CC2)C[C@@H](OCCCCO)O1 | i | 1.2 | i | i | 15 | i | i | i | i | i | i
CCc1nc(-c2ccccc2)cc(=O)[nH]1 | i | 0.0 | i | i | 20 | i | i | i | i | i | i

New compounds follow:
SMILES | TRPC4 act | HIF activator | TRPC4 block | TRPC6 act | AI-2 QS modul | MrgX1 agonist | PolyA inhibitor | TRPC4 PAM | MrgX1 antagonist | TRPC6 inh | MrgX1 allo act
O=C(CSc1ccc(-c2ccc(Br)cc2)nn1)NC1CCCC1 | i | 0.0 | i | i | 22 | i | i | i | i | i | i
Cc1ccc(C(C[N+](=O)[O-])c2c(-c3ccccc3O)[nH][nH]c2=O)cc1 (stereo not given) | i | 0.0 | i | i | -14 | i | i | i | i | i | i
COc1ccc(COc2cc(-c3cccc(OC)c3)nc3ccc(NC(=O)C(C)C)cc23)cc1 | i | 3.7 | i | i | 7 | i | i | i | i | i | i
CCOC(=O)COc1ccc(C2NC(C(=O)O)CS2)cc1 (stereo not given) | i | -0.1 | i | i | 24 | i | i | i | i | i | i
COc1ccc(NC(=O)CCn2cccc2)cc1 | i | 0.7 | i | i | 2 | i | i | i | i | i | i
